Tb PGK inh: blocks T. brucei phosphoglycerate kinase | P07378 | PGK/GAPDH coupled, Kinase-Glo luminescence, 60 min | Potency, µM (highest dose often 57.5 µM), for the others: at the top dose activity change, negative = inhibition, most hits filed as inhibitors | actives 0.043% (n = 380,000) | AID 602233; further: potency means the concentration at half of the fitted maximal effect; on the % scale 0 is the no-effect control and ±100 the full control effect; nearly all actives have a fitted effect of over 60% in size
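Recombinant glycosomal PGK reaction used 1,3-bisphosphoglycerate generated in-well by GAPDH (100nM final) in 100mM TEA pH 7.6, 5mM MgCl2, 0.01% Tween-20. After 60 minutes at room temperature, ATP was read by Kinase-Glo Plus luminescence end-point.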
USP1-UAF1 inh: USP1/UAF1 (human) deubiquitinase inhibition | recombinant USP1/UAF1, Ub-Rhodamine cleavage fluorescence | Potency, µM (top dose mostly 57.1 µM), for the others: top-dose activity change, negative = inhibition, usual class: inhibitors | O94782 | actives 0.23% (n = 390,000) | AID 743255; further: potency means the concentration at half of the fitted maximal effect; on the % scale 0 is the no-effect control and ±100 the full control effect; nearly all actives have a fitted effect of over 60% in size; inactives centre near -12
Target sequence (O94782 whole entry, looked up): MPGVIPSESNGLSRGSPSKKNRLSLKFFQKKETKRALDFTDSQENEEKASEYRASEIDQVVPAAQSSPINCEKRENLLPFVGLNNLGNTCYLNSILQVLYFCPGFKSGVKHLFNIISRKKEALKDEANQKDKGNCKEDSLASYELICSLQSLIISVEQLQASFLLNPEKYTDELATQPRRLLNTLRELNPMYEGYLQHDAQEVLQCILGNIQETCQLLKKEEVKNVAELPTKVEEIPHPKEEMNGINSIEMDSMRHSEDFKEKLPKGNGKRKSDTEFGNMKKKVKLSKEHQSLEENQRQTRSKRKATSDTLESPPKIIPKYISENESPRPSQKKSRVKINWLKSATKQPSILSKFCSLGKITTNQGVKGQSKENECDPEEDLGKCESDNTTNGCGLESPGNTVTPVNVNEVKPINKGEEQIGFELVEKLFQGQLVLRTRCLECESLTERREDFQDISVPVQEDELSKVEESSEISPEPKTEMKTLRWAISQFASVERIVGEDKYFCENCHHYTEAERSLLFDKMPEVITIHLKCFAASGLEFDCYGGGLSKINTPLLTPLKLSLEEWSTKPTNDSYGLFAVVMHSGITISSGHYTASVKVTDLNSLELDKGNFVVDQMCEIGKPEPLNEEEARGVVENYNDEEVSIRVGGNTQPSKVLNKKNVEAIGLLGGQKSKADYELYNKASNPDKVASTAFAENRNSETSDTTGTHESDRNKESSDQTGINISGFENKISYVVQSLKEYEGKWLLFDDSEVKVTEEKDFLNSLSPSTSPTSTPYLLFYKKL
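High-throughput fluorogenic screen: 1nM USP1/UAF1 complex, Ub-Rho substrate 150nM final, 50mM HEPES pH 7.8 with 0.5mM EDTA, 0.1 mg/ml BSA, 1mM TCEP and 0.01% Tween-20.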
TrxR1 substrate: substrates of rat thioredoxin reductase 1; purified TrxR1 substrate turnover, NADPH consumption readout; Potency, µM (highest dose often 114 µM), without a hit: at the top dose activity change, negative = substrate turnover; actives 0.01% (n = 390,000); AID 588456; further: potency means the concentration at half of the fitted maximal effect; on the % scale 0 is the no-effect control and ±100 the full control effect; nearly all actives have a fitted effect of over 50% in size
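Rat TrxR1, dispensed at 90 nM, was prereduced with 400 uM NADPH (final) for 5 min at ~22 deg C, then incubated with compound 15 min before 400 uM selenite. A first-read NADPH fluorescence drop versus no-compound background flagged substrates.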
HP1b chromo inh: blocks HP1-beta chromodomain binding to methylated histone tails; P83916; AlphaScreen HP1-beta / biotin-H3K9me3 peptide binding; Potency, µM (series often up to 114 µM), without a hit: at the highest dose activity change, negative = inhibition, most hits filed as inhibitors; actives 0.56% (n = 390,000); AID 540317; further: potency means the concentration at half of the fitted maximal effect; nearly all actives have a fitted effect of over 70% in size; inactives centre near 23
Target sequence (P83916 whole entry, looked up): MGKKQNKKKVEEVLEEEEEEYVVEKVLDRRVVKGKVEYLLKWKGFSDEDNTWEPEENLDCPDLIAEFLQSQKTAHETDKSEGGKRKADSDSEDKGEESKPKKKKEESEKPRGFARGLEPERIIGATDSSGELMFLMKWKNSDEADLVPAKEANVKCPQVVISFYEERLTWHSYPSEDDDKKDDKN
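Compound inhibition of the preformed complex between 50 nM HP1-beta and 50 nM biotinylated H3K9me3 peptide was read by AlphaScreen. Buffer was PBS pH 7.4 with 0.01% Tween-20. Incubations ran 30 min at room temperature, with 10 ug/mL donor/acceptor beads.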
TrxR1 inh: blocks rat thioredoxin reductase 1; O89049; recombinant rTrxR1, NADPH fluorescence consumption, selenite substrate; Potency, µM (top dose mostly 114 µM), for the others: at the highest dose activity change, negative = inhibition, actives largely listed as inhibitors; actives 1% (n = 390,000); further: potency means the concentration at half of the fitted maximal effect; on the % scale 0 is the no-effect control and ±100 the full control effect; nearly all actives have a fitted effect of over 65% in size
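Rat TrxR1 (90 nM in the dispensed reagent) was pre-reduced with 400 uM NADPH for 5 min at room temperature, then incubated with compound for 15 min. After 400 uM selenite was added, NADPH fluorescence (Ex 340/Em 450 nm) was followed for 8 min.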
Pin1 inh: inhibitors of human Pin1; Pin1 FP peptide displacement, HiFluor488, 10 min; actives 0.009% (n = 390,000); Q13526; Potency, µM (top dose mostly 115 µM), for the others: top-dose activity, negative = inhibition, most hits filed as inhibitors; active means well fitted inhibition curve with a large enough effect in the polarisation, with a control signal flat, not every such curve was filed as active; inconclusive means small, poorly fitted or top-dose-only effect, or effect the other way, or a change in a side signal; inactive means no such curve, though single readings can be large or run the other way; the % refers to the polarisation; further: potency means the concentration at half of the fitted maximal effect; on the % scale 0 is the no-effect control and ±100 the full control effect
mIDH1 inhibitor: human IDH1 R132H inhibition; Potency, µM (doses to about 76.6 µM), without a hit: at the top dose activity change, negative = inhibition, actives largely listed as inhibitors; IDH1-R132H enzyme, NADPH consumption, diaphorase/resazurin fluorescence; O75874; AID 602179; actives 0.093% (n = 390,000); further: potency means the concentration at half of the fitted maximal effect; on the % scale 0 is the no-effect control and ±100 the full control effect; nearly all actives have a fitted effect of over 65% in size
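IDH1-R132H (0.5 ug/mL) preincubated 30 min with compound, then NADPH (0.016 mM) and alpha-KG (2 mM) added; 80 min at RT, pH 7.5. Remaining NADPH coupled via diaphorase/resazurin to fluorescence (540/590 nm); concentration-response curves normalized to no-enzyme control.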
PI4K2A block: PI4K2A (human) kinase inhibition; Q9BTU6; purified PI4K2A, ADP-Glo luminescence, 1 h; hits give low values; activity change, negative = inhibition, % at 76.9 µM; actives 0.13% (n = 420,000); AID 1346378; in the data active means activity change below about -50%; inconclusive means mostly about -30% to -49%;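 further: -100% = wells without enzyme as full effect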
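Compounds are screened against recombinant PI4K2A using PI as substrate and ATP, the latter dispensed at 300 microM. Reactions run one hour at ambient temperature before ADP-Glo detection; full inhibition defined by wells lacking enzyme.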
GLS inhibitor: inhibitors of human glutaminase (GLS); actives 0.21% (n = 410,000); Potency, µM (doses to about 45.5 µM), for inactives: at the top dose activity change, negative = inhibition, actives largely listed as inhibitors; GLS enzymatic activity, qHTS titration; further: potency means the concentration at half of the fitted maximal effect; on the % scale 0 is the no-effect control and ±100 the full control effect
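hKGA in 45 mM KH2PO4 (pH 8.2), 0.02% Tween-20 with compound, then 1mM L-Glutamine (stock as added) plus glutamate oxidase/HRP/Amplex red coupling mix. Fluorescence read initially and after 30 min at RT; signal change reflects glutamate formation.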
Active calls of the source: *; i = inactive; u = inconclusive; x = not tested or not shown; & = joins results of further samples; [ ] = dose if it differs, or a comment. Unless noted, the call rests on the fitted dose curve; in most records, active means well fitted curve in the direction sought with a large enough effect; inconclusive means small, poorly fitted or top-dose-only effect, or another doubt; inactive means no such curve, though single readings can be large; an effect the other way counts as inactive or inconclusive. Not all compounds are listed, so the mix of outcomes need not match the whole.

Second line of a record: Tb PGK inh	USP1-UAF1 inh	TrxR1 substrate	HP1b chromo inh	TrxR1 inh	Pin1 inh	mIDH1 inhibitor	PI4K2A block	GLS inhibitor
- CN(C(=O)COC(=O)c1cnc(Cl)c(Cl)c1)C1CCCCC1
    i	-10.0%	7.8%[57.1 µM]	8.8%[57 µM]	18.5%[57.1 µM]	0.8%	14.7%	4.8	-7.3%
- CCOC(=O)c1nnc(-c2ccc(C)cc2)nc1N1CCSCC1
    -1.2%	-3.3%	7.6%[57.1 µM]	-6.2%	7.7%[57.1 µM]	8.3%	7.2%	0.9	-12.0%
- N#Cc1ccc(S(=O)(=O)NC[C@H]2O[C@@H](n3cnc4c(N)ncnc43)[C@H](O)[C@@H]2O)cc1
    -7.7%	-21.5%	10.1%	28.8%	29.9%	1.1%	15.5%	-4.6	-0.3%
- CCn1cc(S(=O)(=O)c2cccc(C)c2)c(=O)c2cc(F)c(N3CCN(C)CC3)cc21
    -4.7%	-6.3%	42.0%[activator]	20.7%	22.8%	-10.3%	21.7%	0.9	8.5%
- CCN(CC)S(=O)(=O)c1ccc2c(c1)N(CC(=O)Nc1ccc(F)cc1)C(=O)CO2
    x	-10.6%	-2.9%	7.6%	19.4%	1.1%	x	2.0	-15.4%
- CCn1c(SCC(=O)Nc2cc(C)on2)nc2sc3c(c2c1=O)CCCC3
    -0.5%	-12.0%	0.0%	18.6%	8.8%	16.9%	-3.5%	0.4	-2.5%
- Cc1c(C(=O)NC2CCCCC2)oc2ccc(F)cc12
    -2.4%	-16.7%	1.5%	78.3%[activator]	8.8%	1.7%	0.0%	0.5	-20.4%
- Cc1ccc(S(=O)(=O)N(C)C)cc1NC(=O)COC(=O)C1CC(=O)N(c2ccc3c(c2)OCCO3)C1 (centres undefined)
    -4.7%	-8.9%	-6.3%	3.4%	-10.6%	1.4%	1.5%	0.1	-8.8%
- COc1ccccc1N1C(N)=NC(N)=NC1(C)C
    -4.0%&2.9%	1.6%&-2.6%	7.4%	26.3%	10.4%	-4.5%	18.5%&5.1%	-0.4&-2.7	2.5%&2.4%
- COc1ccc(O)c(-c2cc(-c3ccccc3Cl)[nH]n2)c1
    -2.8%	-9.3%	-1.8%	-1.3%	18.1%	-1.4%	-1.0%	3.7	8.9%
- O=C1C2CCc3ccccc3C2N1c1ccccc1 (centres undefined)
    i	-29.6%	9.8%	29.4%	16.6%	-2.8%	3.6%	-0.4	0.7%
- Cc1ccc(C(=O)Nc2nc(C)c(C(=O)N(C)C)s2)o1
    -5.4%	-14.1%	-16.6%	20.1%	-11.4%	5.1%	13.2%	0.7	3.7%
- O=C(O)c1cnn(-c2ccccc2)c1C(F)(F)F
    -5.2%	-15.5%	-5.8%[57.1 µM]	51.0%[activator]	52.2%[activator][57.1 µM]	-3.2%	5.5%	-6.5	0.4%
- O=C(Cc1csc2ccccc12)NCc1ccc(F)cc1
    x	-22.2%	-8.1%	10.6%	u	-24.1%	x	0.6	1.8%
- COc1ccc(C)cc1NC(=S)N1CCN(S(C)(=O)=O)CC1
    -16.2%	-19.0%	-3.4%	43.3%[activator]	-11.9%	0.6%	5.9%	1.9	1.0%
- Cc1ccc(N2C(=O)[C@@H]3[C@H](C2=O)[C@H]2C=CC=NN2[C@@H]3C(=O)Nc2ccc(Cl)cc2)cc1
    -9.5%	-4.2%	8.3%[57.1 µM]	2.0%	9.0%[57.1 µM]	5.1%	5.5%	1.3	-9.0%
- CCS(=O)(=O)Nc1ccc(-c2nnc(SCC(=O)OC)o2)cc1
    i	-12.6%	-10.2%	16.6%	17.7%[57.1 µM]	2.8%	3.0%	-2.2	-2.7%
- CN(Cc1ccccc1)C(=O)c1ccc(CSc2nc3cccnc3n2Cc2ccccc2)cc1
    i	-3.7%	0.4%	21.3%	-4.2%	25.3%	0.0%	-3.8	32.0%[activator]
- Cc1ccc(SCC2(O)CCN(S(=O)(=O)c3ccc(Cl)cc3)CC2)cc1
    -13.3%	-12.6%	-12.3%	22.6%	3.2%	4.5%	-2.3%	2.6	u
- CN(C)c1ccc(NC(=O)Cn2cc3c(n2)CCCC3)cc1
    -9.7%	-18.0%	-8.4%[57.1 µM]	u	1.5%[57.1 µM]	-7.0%	12.1%	2.1	68.8%[activator]

Looked up above.
PI4K2A block with Cc1ccc(SCC2(O)CCN(S(=O)(=O)c3ccc(Cl)cc3)CC2)cc1 reads 2.6
HP1b chromo inh with Cc1ccc(N2C(=O)[C@@H]3[C@H](C2=O)[C@H]2C=CC=NN2[C@@H]3C(=O)Nc2ccc(Cl)cc2)cc1 reads 2.0%

(list continues)
Second line of a record: Tb PGK inh	USP1-UAF1 inh	TrxR1 substrate	HP1b chromo inh	TrxR1 inh	Pin1 inh	mIDH1 inhibitor	PI4K2A block	GLS inhibitor
- Cc1ccc(/C=C2\SC(N3CCN(C(c4ccccc4)c4ccccc4)CC3)=NC2=O)o1
    i	-19.3%	-14.1%	-19.7%	u	u	8.2%	4.0	-37.3%
- CCN(CC)CCNC(=O)c1ccc2c(c1)ncn2C1CCCCC1
    3.1%	-13.1%	1.9%	35.6%[activator]	-3.6%	2.5%	-0.4%	1.0	16.9%
- COC(=O)c1ccc(NC(=O)Nc2ccc(F)cc2)cc1
    -2.1%	-23.2%	-2.3%	33.2%	10.9%	-4.9%	0.6%	-1.6	0.6%
- Cn1cnnc1SCC(=O)Nc1cccc(S(=O)(=O)N2CCOCC2)c1
    -3.4%	-12.9%	6.7%	47.0%[activator]	13.3%	-5.0%	-2.9%	2.1	-2.9%
- COc1ccc(Br)cc1C(=O)Nc1ccccc1-c1ccccc1
    i	-19.6%	8.1%[57.1 µM]	77.8%[activator]	17.2%[57.1 µM]	-2.5%	2.7%	1.5	-6.8%
- COc1ccc(CNC(=O)CCSCc2cccc(F)c2)cc1
    4.2%	-18.4%	9.3%[57.1 µM]	19.4%	7.5%[57.1 µM]	2.6%	8.1%	-4.6	-4.1%
- COC(=O)CCCN=C1SCCN1Cc1ccccc1
    -3.5%	-4.3%	-1.4%	-20.7%	1.1%	-2.3%	-7.6%	3.4	-6.3%
- CCCCNC(=O)C1CCCNC1=O (centres undefined)
    -8.3%	-9.7%	5.4%	6.3%	8.4%	-4.1%	6.2%	3.2	-9.2%
- COc1ccc2c(C)cc(SCC(=O)Nc3nsc(-c4ccc(C)cc4)n3)nc2c1
    -8.0%	-3.9%	-6.3%[57.1 µM]	51.6%	15.2%	9.8%	15.2%	-3.2	-1.7%
- Cc1ccn2cc(CCNS(=O)(=O)c3ccc([N+](=O)[O-])cc3)nc2c1
    4.9%	-23.6%	6.5%	33.3%	19.8%	-1.0%	0.2%	-2.5	-2.7%
- O=C(c1sccc1Cl)N1CCN(Cc2ccc3c(c2)OCO3)CC1
    3.8%	-10.4%	3.9%[57.1 µM]	42.2%[activator]	4.0%[57.1 µM]	-0.4%	7.8%	-2.8	1.5%
- c1csc(-c2nnc(-c3ccc(N4CCOCC4)cc3)o2)c1
    10.0%	-6.9%	31.7%[activator]	52.5%[activator]	-5.1%	9.3%	1.8%	-6.2	2.0%
- CC(Oc1ccc([N+](=O)[O-])cc1)C(=O)NCCCN1CCOCC1 (centres undefined)
    -6.5%	-5.0%	-7.6%	16.1%	-11.0%	-10.3%	3.0%	1.3	1.9%
- N#Cc1ccccc1S(=O)(=O)N1CCN(C(=O)CN(Cc2ccco2)Cc2cccs2)CC1
    -2.1%	-20.4%	x	x	x	x	8.7%	2.8	-2.3%
- O=C(O)c1ccc(N2C(=O)/C(=C/C=C/c3ccccc3)SC2=S)cc1
    -5.3%	-12.8%	3.5%	-14.0%	-10.4%	-12.2%	12.0%	-16.4	u
- COc1cc(OC)c(C(=O)NCCCN2CCOCC2)cc1OC
    4.6%	-13.4%	6.5%[57.1 µM]	21.9%	16.4%	2.0%	-0.6%	5.8	-7.0%
- CCOCCCN1C(=O)C(O)=C(C(C)=O)C1c1cccs1 (centres undefined)
    -5.7%	-2.9%	-16.3%	12.4%	u	-11.8%	1.5%	0.5	7.1%
- C#CCOCCOCCOCCNc1nc(N2CCN(C(=O)C(Cc3cc4ccccc4[nH]3)n3cc(C(N)C(C)CC)nn3)CC2)nc(N2CCN(C(=O)C(Cc3cc4ccccc4[nH]3)n3cc(C(N)C(C)CC)nn3)CC2)n1 (centres undefined)
    i	u	0.0%	u	u	38.7%[activator]	-10.8%	-6.3	1.7%
- Clc1ccc(-n2nnnc2CN2CCOCC2)cc1Cl
    i	-17.3%	-5.7%	21.1%	10.3%	-0.3%	1.9%	-0.9	2.2%
- Cn1c(=O)nc2n(-c3ccc(Br)cc3)c3cccc(Cl)c3cc-2c1=O
    -1.1%	-11.8%	-1.0%	19.2%	-12.9%	u	-1.4%	-2.4	0.9%
- CCOC(=O)CCCCCC(=O)Nc1ccc2c(c1)C(=O)N([C@@H](C)CO)C[C@@H](C)[C@H](CN(C)C(=O)c1ccncc1)OCCCC[C@H](C)O2
    -1.9%	-11.2%	x	x	x	x	5.1%	-7.5	0.1%

Bioassay records: PubChem BioAssay, National Center for Advancing Translational Sciences (NCATS)
